# UHRF1 binding = human UHRF1 methylated DNA binding inhibitors. Q96T88. UHRF1 binding to methylated oligo, TR-FRET. inhibition, % at 4.4 µM. actives 0.75% (n = 370,000). AID 687016; in the data active = inhibition above about 21%;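 also: UHRF1 SRA domain binding a hemimethylated CpG hairpin DNA probe; 0% = median of test compound wells and 100% = reference inhibitor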
# Target sequence (Q96T88 whole entry, looked up, the tested form may be a part): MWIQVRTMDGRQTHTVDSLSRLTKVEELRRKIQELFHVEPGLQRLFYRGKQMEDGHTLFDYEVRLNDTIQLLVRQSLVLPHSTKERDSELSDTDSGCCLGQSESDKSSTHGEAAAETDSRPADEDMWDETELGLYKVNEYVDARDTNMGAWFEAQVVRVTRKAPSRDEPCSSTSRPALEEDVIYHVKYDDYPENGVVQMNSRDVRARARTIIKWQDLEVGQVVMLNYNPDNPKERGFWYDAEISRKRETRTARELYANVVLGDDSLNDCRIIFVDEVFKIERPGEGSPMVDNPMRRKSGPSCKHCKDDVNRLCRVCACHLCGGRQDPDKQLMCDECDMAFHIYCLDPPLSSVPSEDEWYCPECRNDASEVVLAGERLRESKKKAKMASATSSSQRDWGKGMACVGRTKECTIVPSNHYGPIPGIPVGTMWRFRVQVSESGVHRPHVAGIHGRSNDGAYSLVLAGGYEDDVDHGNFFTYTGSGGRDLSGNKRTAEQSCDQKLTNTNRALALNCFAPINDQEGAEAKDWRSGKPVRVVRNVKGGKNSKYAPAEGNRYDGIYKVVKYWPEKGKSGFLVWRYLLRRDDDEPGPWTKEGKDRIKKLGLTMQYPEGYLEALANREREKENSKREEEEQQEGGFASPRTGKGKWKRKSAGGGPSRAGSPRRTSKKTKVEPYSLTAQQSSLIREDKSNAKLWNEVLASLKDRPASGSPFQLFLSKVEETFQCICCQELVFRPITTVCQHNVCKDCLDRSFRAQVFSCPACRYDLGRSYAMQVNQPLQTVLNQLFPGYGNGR
# LEDGF integ inh = blocks HIV-1 LEDGF/p75-dependent DNA integration; TR-FRET IN-LEDGF/p75 DNA integration, Eu/Cy5; inhibition, % at 3.7 µM; actives 0.64% (n = 370,000); AID 743269;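 active = inhibition above the screen-wide mean plus 3 SD, cut at about 13% in these data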;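 also: signal is the Cy5 over europium emission ratio at 671 and 618 nm; 0% = plate median of compound wells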
# MBD2 inh = inhibitors of human MBD2 binding to methylated oligonucleotide. TR-FRET. inhibition, % at 4.4 µM. actives 0.31% (n = 370,000). AID 686964; in the data active = inhibition above about 13%
# SIAE inh = human SIAE inhibition, primary screen | Q9HAT2 | SIAE FP-Rh probe binding, fluorescence polarization | inhibition, % at 9.66 µM | actives 0.69% (n = 370,000) | AID 1053197;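 active = inhibition above a cutoff: mean of compounds within the control limits plus 3 SD of those, cut at about 17% in these data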;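 also: 0% = plate median of compound wells and 100% = probe without SIAE protein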
# proKLK7 act = proKLK7 (human) activation, primary screen | P49862 | purified proKLK7, EDANS-DABCYL substrate fluorescence; 100% is mature enzyme control, 0% vehicle | activation, % at 7 µM | actives 0.9% (n = 370,000) | AID 652039;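 active = activation above the mean of all tested compounds plus 3 SD, computed per campaign excluding outliers beyond control limits, cut at about 13% in these data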
# Target sequence (P49862 whole entry, looked up): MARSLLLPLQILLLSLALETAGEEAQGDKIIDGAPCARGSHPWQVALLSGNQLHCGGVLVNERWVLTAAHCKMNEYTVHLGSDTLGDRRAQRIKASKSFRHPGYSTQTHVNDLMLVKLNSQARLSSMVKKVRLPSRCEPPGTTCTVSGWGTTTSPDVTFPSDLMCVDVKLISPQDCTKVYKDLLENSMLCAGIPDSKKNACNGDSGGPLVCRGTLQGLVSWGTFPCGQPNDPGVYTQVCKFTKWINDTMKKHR
# TDP2 inh = blocks human TDP2 phosphodiesterase activity; recombinant TDP2, T5PNP hydrolysis, p-nitrophenol absorbance 415 nm; actives 0.34% (n = 370,000); O95551; inhibition, % at 12.8 µM;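 active = inhibition above the mean of all tested compounds plus 3 SD, set per campaign, cut at about 25% in these data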;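 also: 0% = DMSO with enzyme and 100% = buffer with substrate but no TDP2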
#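 test system = human TDP2 enzyme | input = TDP2 enzyme at 120 nM final | medium = 50 mM Tris-HCl pH 7.5 with Mg2+, KCl, DTT, BSA | also added = T5PNP substrate, 5 mM | times = 2 h at 37 °C | technique = epi absorbance | benchmarks = high control without enzyme, low control DMSO plus TDP2 | replication = each compound tested once, singlicate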
# TCR CD3 inh = blocks the human TCR-CD3 interaction; actives 0.37% (n = 360,000); TAMRA-labeled TCR probe fluorescence, biochemical; inhibition, % at 9.4 µM; AID 651800; in the data active = inhibition above about 19%;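 also: recombinant mutant TCR 2C K166C tagged with TAMRA read by polarization; 0% = receptor in buffer alone and 100% = receptor with positive control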
# PRMT1 FP inh = inhibitors of human PRMT1 | inhibition, % at 2.79 µM | actives 1.3% (n = 370,000) | recombinant PRMT1, activity-based probe fluorescence polarization | Q99873;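 active = inhibition above about 21% made by adding two undisclosed values, limit read from the data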
# Tn6 DDE FP = inhibitors of Tn6 peptide binding to human fibrin DD(E); actives 0.21% (n = 370,000); Fibrin DD(E) TRITC-Tn6 fluorescence polarization displacement; AID 720509; inhibition, % at 8.3 µM; P02675;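 active = inhibition above a per-campaign cutoff: mean of compounds within control limits plus 3 SD, cut at about 15% in these data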;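 also: 0% = median of all compound wells on the plate and 100% = blocking peptide control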
# Tn7 DDE FP = disrupts Tn7 cyclic peptide binding to fibrin D-Dimer-E complex. actives 0.13% (n = 370,000). inhibition, % at 8.3 µM. FP displacement of FITC-Tn7 peptide from fibrin DD(E); 0% = median of compound wells per plate. P02675;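 active = inhibition above the mean of compounds falling within the control limits plus 3 SD of them, cut at about 14% in these data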;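 also: 0% = plate median of compound wells and 100% = 10 µM Aha-Tn7 peptide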
#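 Measure: % inhibition scaled between sample-field median and high-control FP; Test system: human fibrin DD(E); Quantity: 2 µM final DD(E) protein; Doses: one dose, 8.3 µM nominal; Schedule: compound with protein 10 min, then 3 h after probe, room temperature; Detection: fluorescence polarization; Medium: Tris buffer with calcium and detergent, pH 7.8.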
# Active calls of the source: *; x = not tested or not shown; & = joins results of further samples.
SMILES,UHRF1 binding,LEDGF integ inh,MBD2 inh,SIAE inh,proKLK7 act,TDP2 inh,TCR CD3 inh,PRMT1 FP inh,Tn6 DDE FP,Tn7 DDE FP
CCOC(=O)C1CCCN(C(=O)c2cc(C)oc2C)CC1 (stereo unspecified),0,-1,2,1,0.2,-1,0,0,-2,3
O=C(Nc1c(-c2ccc(F)cc2)nc2ncccn12)C1CC1,1,2,2,2,25*,6,x,-1,4,-4
C#CCNC(=O)C1=C[C@H](C)C[C@H](OCc2ccc(CO)cc2)O1,4,4,1,4,0.1,4,3,-1,-1,1
CC(C)(C)C(=O)NC(=S)Nc1ccccc1C(=O)NC1CCCCC1,14,1,6,0,1.8,3,3,-1,4,4
COc1ccc2c(c1)C(=O)Cc1ccccc1O2,-2,-1,1,0,-0.9,-2,8,-4,0,4
Cc1cc(-c2nnc(CCC(=O)N(C)Cc3ccsc3)o2)no1,-2,1,0,-2,0.4,6,-6,1,-4,-4
O=Cc1ccc(N2CCCCCC2)cc1,-1,2,-4,3,-0.5,-12,7,0,4,-1
COc1ccc(CN2CCC(C(=O)N(C)CCc3ccc(OC)c(OC)c3)CC2)c(OC)c1,-4,2,1,2,0.5,5,-2,2,-1,-8
N=C1S/C(=C\c2ccc(-c3ccccc3C(=O)O)o2)C(=O)N1c1ccc2c(c1)OCO2,23*,-1,7,-2,0.5,-9,0,6,-2,5
COc1ccc(F)cc1S(=O)(=O)Nc1cc2c3c(c1)CCN3C(=O)CC2,4,-9,1,8,-0.3,-16,-2,5,4,0
Nc1nc2ncccn2c1-c1ccc(C(F)(F)F)cc1,-3,-1,-2,2,26*,-4,1,2,7,0
CCN(Cc1ccccc1)C(=O)c1ccc(N(C)S(=O)(=O)c2ccc(C)cc2)cc1,1,4,1,-2,-0.4,-12,-3,-4,-11,4
N=C1SCC(=O)N1c1nc(-c2ccccc2)cs1,1,1,-2,2,-0.1,-5,7,2,-1,-2
COc1ccccc1NC(=O)N(C)C[C@@H]1Oc2ncc(Br)cc2C(=O)N([C@H](C)CO)C[C@@H]1C,-1,2,4,-5,0.7,2,2,-6,-1,3
C=CCNC(=O)c1cccc2c1C(=O)c1ccc(N3CCOCC3)cc1S2(=O)=O,-4,0,-10,-18,0.7,-22,6,4,0,-11
CCOC(=O)c1ccc(OCc2nc(-c3cccs3)no2)cc1,1,-3,-1,2,-0.1,2,2,-1,7,1
CCOc1ccccc1C(=O)NC(C(=O)NCc1ccccc1OC)C(C)C (stereo unspecified),4,3,-5,4,-0.1,0,6,0,-5,-4
O=C(/C=C/c1cn(CC(O)CN2CCCCCC2)c2ccccc12)c1cccs1 (stereo unspecified),-39,-1,-13,12,-0.4,-4,-1,-2,1,-11
CCOc1ccc(C(=O)OCC(=O)Nc2ccc3c(c2)OCCO3)cc1OC,3,4,1,-11,-0.8,0,-3,-5,3,-6
Cc1cc(NCCc2c[nH]c3ccccc23)ccc1Oc1cccnc1,0,2,-3,14,3.4,-4,-2,-1,-7,4
CC1(C(=O)Nc2ccc(Cl)c(C(F)(F)F)c2)Cc2c(-c3ccc4c(c3)OCO4)ccnc2O1 (stereo unspecified),1,-3,2,-13,-0.8,-4,-8,6,0,-2
Cc1csc(NC(=O)c2cccc(S(=O)(=O)N3CCN(C)CC3)c2)n1,3,3,5,-5,0.2,-8,1,3,-7,1
CCOC(=O)c1sc(=S)n(C)c1NC(=O)c1ccc(C(C)(C)C)cc1,-1,1,4,3,-0.4,-11,-4,4,-1,-1
O=C(O)CC(NS(=O)(=O)c1cccc2nsnc12)c1ccc(F)cc1 (stereo unspecified),0,-1,-4,-2,1.0,-16,-2,0,-2,11
COc1ccc(Cn2ccc3ccc(-c4ccc5ccn(Cc6ccc(F)cc6)c5c4)cc32)cc1,0,-1,1,-1,-1.7,8,x,3,-2,6
CCCc1nc2c(C)cc(Br)cn2c1Cc1cccc(Cl)c1,24*,0,9,3,0.6,2,-4,0,-1,3
CCOc1ccc(OCC)c(NC(=O)CCCN2C(=S)NC(C)(C)CC2C)c1 (stereo unspecified),-1,-3,4,5,-0.1,-1,2,1,3,-1
CC1Sc2ccc(S(=O)(=O)N3CCC(C(=O)Nc4cccc(Cl)c4)CC3)cc2NC1=O (stereo unspecified),-1,-1,1,-55,-0.1,-5,4,-1,-1,5
COc1ccc(-c2cnc3c(c2)C(=O)N([C@H](C)CO)C[C@H](C)[C@H](CN(C)C(=O)Cc2cccnc2)O3)cc1,-1,3,5,3,-0.2,-6,0,0,-1,-10
N#CCc1ccc(OC(=O)c2cccnc2)cc1,-2,2,-1,-2,-0.8,-2,8,0,-1,3
COc1ccc(-c2cc(C(=O)N3CCCCCC3)c3cc(C)ccc3n2)cc1,-1,-1,0,-5,-90,-4,-1,-1,-5,1
O=[N+]([O-])c1ncn(C23CC4CC(CC(C4)C2)C3)n1,3,-5,1,-3,0.1,5,-7,6,3,-3
COc1ccc(C(C(=O)NC2CCCC2)n2c(Cc3cc(F)cc(F)c3)nc3ccccc32)cc1 (stereo unspecified),-1,3,-2,-3,1.0,4,2,-2,-11,3
Cn1c(C(=O)N2CCC(C(=O)NCc3ccccc3)CC2)cc2sccc21,0,3,-4,1,-0.3,1,10,6,1,-1
C=CCN1C(c2ccc(OCC)cc2)=CS/C1=C(\C#N)c1nnc2n1CCCCC2,1,-2,0,6,-0.3,3,2,0,-2,-4
O=C(/C=C/c1ccc([N+](=O)[O-])cc1)c1ccco1,-1,-3,-9,-3,-0.5,-9,4,-3,-3,3
CC1CCCN(C(=O)CSc2nc3ncccc3[nH]2)C1 (stereo unspecified),2,-11,3,-1,0.0,-2,-2,2,-1,-2
CCOC(=O)c1c(C)[nH]c(C)c1C(=O)COC(=O)/C=C/c1ccco1,-2,-4,2,3,-0.3,5,2,5,0,2
CC(C)N(Cc1ccccc1)C(=O)CN1C(=O)c2ccccc2C1=O,2,2,-2,-6,-0.3,-17,0,-3,5,-4
Nc1cc(SCc2ccc(Cl)cc2Cl)ncn1,-4,0,-4,-2,0.1,1,0,-2,1,1
CCCCCCCCN1C(=O)[C@@H](CC(=O)N2CCC(c3ccccc3)CC2)C[C@@]2(C(=O)OC)C1=C[C@H](C1CCCC1)O[C@@H]2C,1,1,-3,-1,0.2,12,6,-3,-8,-7
Cc1c(C(=O)Nc2ccc3c(c2)CCC3)cccc1[N+](=O)[O-],-1,1,-2,18*,0.2,5,-3,-3,-4,-5
Cc1ccc(N(CCC#N)C(=O)CN2C(=O)NC(Cc3ccccc3)C2=O)cc1 (stereo unspecified),-1,2,-1,1,-0.1,-1,0,-2,4,2
CCOC(=O)c1cnc(SCC(=O)NCc2cccs2)nc1N,-1,1,-1,-2,0.6,0,-3,-2,1,3
Cc1ccc(CNC(=O)C2CNc3cc(C)ccc3O2)cc1 (stereo unspecified),-1,1,4,6,0.2,-3,0,-1,3,4
Cc1[nH]c2ccccc2c1C(=O)CSc1ccc(Cl)cc1,0,-3,1,1,0.7,5,0,-4,10,1
CN(C)S(=O)(=O)c1ccc(N2CCCC2)c(C(=O)NCC2CCCO2)c1 (stereo unspecified),-2,0,0,-3,-0.3,-2,-2,-3,-4,3
O=C(Nc1cccc([N+](=O)[O-])c1)c1ccc2c(c1)C(=O)N(c1ccccn1)C2=O,-2,-2,2,-2,-0.5,-7,1,1,-8,-2
COC(=O)c1c(NC(=O)CN2C(=O)C(=O)N(C(C)C)C2=O)sc(C)c1C,-2,-1,-2,-6,-1.0,0,0,-1,-2,3
CCN(CC)S(=O)(=O)c1ccc(-c2nnco2)cc1,-3,3,-7,4,0.5,8,-4,1,4,-1
CCOC(=O)c1c(C)[nH]c(C(=O)CSc2nccc(C)n2)c1C,2,-3,-2,-8,0.1,-2,-2,-1,-2,4
CN1CC(=O)N2C(c3cccc([N+](=O)[O-])c3)c3[nH]c4ccccc4c3C[C@H]2C1=O (stereo partly specified),3,-4,2,-13,-0.6,-1,-7,4,-7,10
Cc1ccc(S(=O)(=O)N2CCOCC2)cc1C(=O)N1CCN(c2ccc(C(F)(F)F)cn2)CC1,2,8,5,-3,-0.3,-21,3,-3,-2,-1
CC1CCCC(NC(=O)CCn2c(=S)oc3ccccc32)C1C (stereo unspecified),3,-7,4,-1,0.1,-4,-4,3,6,-2
COc1cccc(OCC(=O)O)c1,0,1,-1,-5,0.4,-6,5,-3,4,-1
COc1cc(/C=N/NC(=O)NC2CCCCC2)ccc1O,1,-3,3,4,-2.3,-1,-2,3,5,9
COc1ccc(Cc2nc3ccc(S(=O)(=O)N4CCOCC4)cc3[nH]2)cc1OC,-2,1,-2,7,0.5,-9,-3,-1,3,0
Cc1ccc(C2=NC(C)(C)NC2=O)cc1,1,-3,-5,3,-0.1,-7,4,-2,-3,-4
Cc1ccc(-c2n[nH]c(Cc3ccccc3)n2)cc1,1,1,2,-9,-0.6,11,2,3,-3,0
Cc1c(C(=O)O)oc2c1C(O)CC(C)(C)C2 (stereo unspecified),-1&0,-2&1,-1&-4,10&-1,0.0&0.0,5&4,3&8,1&0,-5&4,1&-5

# Complete entries, looked up by structure. Values in the order: UHRF1 binding, LEDGF integ inh, MBD2 inh, SIAE inh, proKLK7 act, TDP2 inh, TCR CD3 inh, PRMT1 FP inh, Tn6 DDE FP, Tn7 DDE FP
# Record of `CC1CCCC(NC(=O)CCn2c(=S)oc3ccccc32)C1C` (stereo unspecified) = 3, -7, 4, -1, 0.1, -4, -4, 3, 6, -2
# Record of `COc1cccc(OCC(=O)O)c1` = 0, 1, -1, -5, 0.4, -6, 5, -3, 4, -1
# Record of `Cc1ccc(S(=O)(=O)N2CCOCC2)cc1C(=O)N1CCN(c2ccc(C(F)(F)F)cn2)CC1` = 2, 8, 5, -3, -0.3, -21, 3, -3, -2, -1
# Record of `Cc1ccc(-c2n[nH]c(Cc3ccccc3)n2)cc1` = 1, 1, 2, -9, -0.6, 11, 2, 3, -3, 0

# (listing goes on)
SMILES,UHRF1 binding,LEDGF integ inh,MBD2 inh,SIAE inh,proKLK7 act,TDP2 inh,TCR CD3 inh,PRMT1 FP inh,Tn6 DDE FP,Tn7 DDE FP
Cc1ccc(C(C)C)c(OCCCN2C(=O)NC(C)(C)C2=O)c1,-3,3,-5,0,0.8,0,2,-3,-5,-2
CCCNC(=O)c1ccc2c(c1)nc(C)n2-c1cccc(Cl)c1,1,2,-1,-6,-0.1,-10,-6,4,-2,1
COC(=O)N1C(=O)[C@](CC(C)C)(c2ccccc2)N1C(=O)OC,1,-2,-5,3,0.3,5,11,-1,-2,-6
Cc1ccc(C)c2sc(NC(=O)C3CC3)nc12,0,3,-3,-5,0.9,-12,-5,0,3,1
COc1ccc(N2CCN(C3CC(=O)N(Cc4ccccc4)C3=O)CC2)cc1 (stereo unspecified),-1,1,1,0,-0.4,12,-4,5,5,1
Cc1ccccc1OCCC(=O)Nc1ccc(S(=O)(=O)N2CCCC2)cc1,0,-1,2,2,0.5,2,0,-1,7,4

# Bioassay records as filed in PubChem.
